Screens (PubChem BioAssay)
A3A deaminase: blocks human APOBEC3A ssDNA deamination; P31941; recombinant A3A, FAM/TAMRA ssDNA deamination fluorescence; inhibition, % at 20 µM; hit rate 0.41% among 330,000;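 active = at least 40% inhibition at 20 µM here, with at most 30% in a related deaminase screen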;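 also: plate controls were A3A with DMSO for no effect and wells lacking A3A enzyme for full effect; some results filed as inactive read as strong as hits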
Target sequence (P31941 whole entry, looked up): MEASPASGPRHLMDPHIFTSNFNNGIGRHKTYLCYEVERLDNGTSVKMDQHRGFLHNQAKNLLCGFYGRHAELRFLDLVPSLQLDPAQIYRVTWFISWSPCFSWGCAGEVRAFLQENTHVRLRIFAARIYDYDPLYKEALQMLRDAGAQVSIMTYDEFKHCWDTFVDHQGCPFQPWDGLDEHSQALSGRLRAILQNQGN
hIAP block: blocks human intestinal alkaline phosphatase; P09923; purified IAP, CDP-Star luminescence, 30 min; inhibition, % at 10 µM; hit rate 0.12% among 330,000; AID 2544;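 active = inhibition reaching a set limit with compound at 10 µM in the primary screen, cut at about 35% in these data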;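 also: plate controls were DMSO wells with enzyme for no effect and no-enzyme buffer wells for full effect; values of inactives mirror those of a sister screen read the other way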
mIAP act: increases mouse intestinal alkaline phosphatase activity; muIAP, CDP-Star luminescence, 30 min; active compounds read high; 1 = vehicle-only enzyme signal, 0 = enzyme-free wells; activation factor at 10 µM; hit rate 0.24% among 330,000;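 active = activation factor of at least 2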; also: the source names both 10 and 20 µM as test concentration; values of inactives mirror those of a sister screen read the other way
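Assay system: mouse IAP enzyme / Compound: DMSO-dissolved test compounds / Timing: 30 min, room temperature / Measured by: luminescence from enzymatic CDP-Star hydrolysis / Control set: DMSO-only wells, enzyme-free buffer wells as negative control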
hIAP act: human IAP activation; hit rate 0.16% among 330,000; activation factor at 10 µM; P09923; purified human IAP, CDP-Star luminescence, 30 min; active compounds read high; 1 = vehicle-only enzyme, 0 = enzyme-free background;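 active = activation factor of the enzyme at least 2-fold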; also: the source names both 10 and 20 µM as test concentration; values of inactives mirror those of a sister screen read the other way
HKDC1 inh: HKDC1 (human) hexokinase inhibition; inhibition, % at 20 µM; Q2TB90; recombinant HKDC1, G6PDH/diaphorase resazurin coupled fluorescence; hit rate 0.16% among 340,000;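 active = inhibition above about 35% when tested at 20 µM, limit read from the data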;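 also: plate controls were DMSO wells with enzyme for no effect and DMSO wells lacking enzyme for full effect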
Target sequence (Q2TB90 whole entry, looked up): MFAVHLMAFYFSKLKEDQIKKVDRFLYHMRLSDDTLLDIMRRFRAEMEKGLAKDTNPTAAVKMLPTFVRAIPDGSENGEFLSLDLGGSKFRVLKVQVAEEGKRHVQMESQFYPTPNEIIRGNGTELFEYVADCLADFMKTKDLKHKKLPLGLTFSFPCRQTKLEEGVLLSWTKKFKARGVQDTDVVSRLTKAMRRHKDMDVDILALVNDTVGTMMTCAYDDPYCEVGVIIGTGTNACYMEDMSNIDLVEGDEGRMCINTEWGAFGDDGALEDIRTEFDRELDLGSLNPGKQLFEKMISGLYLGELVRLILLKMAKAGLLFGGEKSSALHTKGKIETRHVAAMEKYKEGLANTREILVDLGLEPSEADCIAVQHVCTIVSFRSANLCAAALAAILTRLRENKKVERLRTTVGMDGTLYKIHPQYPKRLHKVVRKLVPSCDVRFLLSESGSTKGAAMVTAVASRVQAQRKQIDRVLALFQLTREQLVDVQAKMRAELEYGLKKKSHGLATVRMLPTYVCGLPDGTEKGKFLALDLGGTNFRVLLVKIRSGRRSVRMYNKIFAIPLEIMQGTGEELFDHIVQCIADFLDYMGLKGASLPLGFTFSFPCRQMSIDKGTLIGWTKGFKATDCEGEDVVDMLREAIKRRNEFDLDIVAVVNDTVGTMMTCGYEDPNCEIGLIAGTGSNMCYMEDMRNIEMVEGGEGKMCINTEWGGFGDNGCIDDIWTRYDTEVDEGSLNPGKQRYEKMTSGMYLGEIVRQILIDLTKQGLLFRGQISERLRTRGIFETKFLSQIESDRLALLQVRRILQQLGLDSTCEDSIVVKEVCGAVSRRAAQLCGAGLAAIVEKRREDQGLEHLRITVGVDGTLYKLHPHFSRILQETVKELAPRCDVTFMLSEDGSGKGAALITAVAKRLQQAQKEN
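test system = in-house recombinant HK5 (HKDC1) enzyme | amount = HKDC1 at 5 µg/mL | control set = DMSO-enzyme wells negative, buffer-substituted wells positive | compound = one dose of 20 µM, 1% DMSO | schedule = reaction time 90 min, room temperature, protected from light | technique = resorufin fluorescence at 613 nm | reagent = glucose with 1 mM ATP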
mIAP block: blocks mouse intestinal alkaline phosphatase; purified mouse IAP, CDP-Star luminescence, 30 min; hit rate 0.2% among 330,000; inhibition, % at 10 µM; AID 2806;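 active = inhibition of at least 40% at 10 µM in the primary screen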;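 also: plate controls were DMSO with enzyme for no effect and no enzyme wells for full effect; values of inactives mirror those of a sister screen read the other way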
ATG4B inh: ATG4B (human) cysteine protease inhibition. inhibition, % at 8.33 µM. Q9Y4P1. ATG4B cleavage of LC3-PLA2, NBD-HPC fluorescence, 1 h. AID 504462. hit rate 0.51% among 340,000; in the data active = inhibition above about 40%
PfG6PD inh: PfG6PD (Plasmodium falciparum) enzyme inhibition | PfGluPho enzyme, NADPH resazurin-diaphorase fluorescence | inhibition, % at 20 µM | hit rate 0.78% among 350,000 | AID 504690;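 active = inhibition reaching at least a set limit at 20 µM in the primary screen, cut at about 59% in these data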;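 also: 0% = DMSO wells with substrate and 100% = DMSO wells lacking glucose-6-phosphate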
The depositor's hits bear a star; / = not tested or not shown.

HKDC1 inh,mIAP block,hIAP block,ATG4B inh,PfG6PD inh,mIAP act,hIAP act,A3A deaminase,SMILES
-3,-2,-6,-4,-1,1,1.1,0,Nc1ncn(CC(=O)c2ccccc2)n1
2,3,3,-1,-5,0.97,0.97,-2,CCCCCNC(=O)[C@@H]1CSC2c3ccccc3C(=O)N21 (stereo not given in full)
-5,-18,-9,2,12,1.2,1.1,3,Cn1cnnc1SC1CCCCC1NS(=O)(=O)c1ccccc1 (stereo not given)
1,-7,-9,2,0,1.1,1.1,-3,CC(C)c1[nH]nc2c1C(Cc1ccccc1)C(C#N)=C(N)O2 (stereo not given)
-2,7,7,-6,-1,0.93,0.93,-1,COc1ccc(-n2c(=O)c3ccccc3n(CC(=O)NC3CCCCC3)c2=O)c(OC)c1
-7,1,18,1,3,0.99,0.82,-3,CCN(CC(=O)NC1CCS(=O)(=O)C1)C(=O)c1cc(OC)c(OC)c(OC)c1 (stereo not given)
-6,-3,11,-16,-5,1,0.89,3,Cc1ccccc1N(CC(=O)NCc1ccncc1)S(C)(=O)=O
-2,8,16,-4,21,0.93,0.84,-2,COc1ccc(-c2nnc3cccc(Cl)n23)c(OC)c1
-4,7,-15,-8,-10,0.93,1.1,-3,CCOc1ccc(NC(=S)NCc2nc3ccccc3[nH]2)cc1
0,5,-4,8,-7,0.95,1,-1,CCN(c1ccccc1)S(=O)(=O)c1ccc(OC)c(NC(=O)c2c(C)noc2C)c1
6,11,15,9,5,0.89,0.85,-2,O=C(O)c1cc(N2C(=O)C3C4C=CC(C4)C3C2=O)ccc1NCc1cccnc1 (stereo not given)
4,-1,-2,10,-11,1,1,-3,COC1CCN(C(=O)C2CCC(=O)N(C3CCCCCC3)C2)CC1 (stereo not given)
/,6,7,/,/,0.94,0.93,1,N#Cc1ccc(C23CC4(C2)[C@H](CN(Cc2ccc(C(F)(F)F)cc2)[C@@H]4c2ccccc2)C3c2ccc(Cl)nc2)cc1 (stereo not given in full)
-7,-2,-8,0,-14,1,1.1,1,CC(=O)NC(Cc1cccc(F)c1)C(=O)NC1CCN(C(=O)c2ccc(C)cc2)CC1 (stereo not given)
-8,3,1,-8,-25,0.97,0.99,-4,Cc1noc(NS(=O)(=O)c2ccc(N3CC(O)=C(c4ccccc4)C3=N)cc2)c1C
3,-2,-6,1,3,1,1.1,-6,Cn1c(=O)c2sccc2n(Cc2cccc(Br)c2)c1=O
-10,-4,-15,-3,8,1,1.2,-1,CCOC(=O)c1cnc(-n2cc(C)cn2)nc1NCc1ccc2c(c1)OCO2
3,4,6,3,3,0.96,0.94,-8,S=c1[nH]nc(-c2ccc(Br)cc2)n1-c1ccc(Br)cc1
-8,-7,-18,1,-1,1.1,1.2,2,CCNC(=O)CN1C(=O)NC(Cc2ccccc2)(Cc2ccccc2)C1=O
-3,-4,-4,-1,9,1,1,1,COc1ccc(C(=O)CN2C(=O)COc3ccccc32)cc1

Ordered by SMILES length (highest first): 4 of the compounds above.
HKDC1 inh,mIAP block,hIAP block,ATG4B inh,PfG6PD inh,mIAP act,hIAP act,A3A deaminase,SMILES
/,6,7,/,/,0.94,0.93,1,N#Cc1ccc(C23CC4(C2)[C@H](CN(Cc2ccc(C(F)(F)F)cc2)[C@@H]4c2ccccc2)C3c2ccc(Cl)nc2)cc1 (stereo not given in full)
-2,7,7,-6,-1,0.93,0.93,-1,COc1ccc(-n2c(=O)c3ccccc3n(CC(=O)NC3CCCCC3)c2=O)c(OC)c1
4,-1,-2,10,-11,1,1,-3,COC1CCN(C(=O)C2CCC(=O)N(C3CCCCCC3)C2)CC1 (stereo not given)
-6,-3,11,-16,-5,1,0.89,3,Cc1ccccc1N(CC(=O)NCc1ccncc1)S(C)(=O)=O

(next part)
HKDC1 inh,mIAP block,hIAP block,ATG4B inh,PfG6PD inh,mIAP act,hIAP act,A3A deaminase,SMILES
-7,-5,2,-2,2,1.1,0.98,-2,Cc1ccc(NC(=O)CCC(=O)OC(C(=O)c2ccc(C)c(C)c2)c2ccccc2)c(C)c1 (stereo not given)
29,10,13,39,20,0.9,0.87,-1,O=C(Oc1ccccc1/C=C\C(=O)c1cc2ccccc2o1)c1ccccc1
-8,-5,-11,-12,-18,1,1.1,-3,Cc1cccnc1NC(=O)C(C)Oc1ccccc1 (stereo not given)
-1,-2,3,-5,-7,1,0.97,-3,O=C(OCCCN=C1NS(=O)(=O)c2ccccc21)c1ccccc1F
-2,0,0,4,10,1,1,3,O=C(NC1CCCCC1)c1ccc(CS(=O)(=O)Cc2ccccc2F)o1
-10,0,6,3,-6,1,0.94,-2,CC(=O)Nc1c(O)nc(SCC(=O)Nc2c(C)cccc2C)[nH]c1=O
-4,-4,5,-4,-3,1,0.95,-2,CCS(=O)(=O)N1CCCC(C(=O)NCCCN2CCCC2=O)C1 (stereo not given)
-3,4,-10,-5,-4,0.96,1.1,0,Nc1cc(=O)nc(SCC(=O)N(C2CCCCC2)C2CCCCC2)n1-c1ccccc1
-2,4,-7,4,-7,0.96,1.1,-3,Cn1c2ccccc2c2nnc(SCC(N)=O)nc21
-6,-6,7,-5,5,1.1,0.93,0,CCNC(=O)c1sc2cc(C)ccc2c1Cl
3,-4,-7,-2,-13,1,1.1,-1,Cc1nc(-c2ccc(NC(=O)/C=C\C(=O)O)cc2)cs1
-1,0,14,10,-2,1,0.86,-3,COc1ccc(N2CCN(C(=O)C3CCN(S(=O)(=O)c4ccc(F)cc4)CC3)CC2)cc1
-2,-2,3,2,6,1,0.97,3,Cc1ccn(C(C)CC(=O)Nc2ccc(-c3ccno3)cc2)n1 (stereo not given)
-7,7,-20,-6,-9,0.93,1.2,-1,CCOC(=O)C1CCc2nc3ccccc3c(=O)n21 (stereo not given)
-1,-8,2,5,-4,1.1,0.98,-4,CCOc1cc(C(C#N)N2CCOCC2)ccc1OC (stereo not given)
-4,0,-8,2,-7,0.99,1.1,1,CCOc1ccccc1C(=O)NC(C(=O)NCc1ccc(F)cc1)C(C)C (stereo not given)
3,11,-18,-10,8,0.89,1.2,0,Cn1c(=O)cc(SCC(=O)NCCCN2CCOCC2)c2ccc(Cl)cc21
-17,-1,-7,0,-5,1,1.1,-3,C=CCN(CC=C)C(=S)NC(=O)c1ccc(OC)c(Br)c1
-6,-7,20,-3,-7,1.1,0.8,1,O=C(NCCCNC(=O)c1cc(Cl)ccc1Cl)c1ccccn1
8,-1,14,-12,-2,1,0.86,2,CCCCN(C)CCNC(=O)c1cc2c(-c3cccc(OC)c3)nn(C)c2s1

HKDC1 inh,mIAP block,hIAP block,ATG4B inh,PfG6PD inh,mIAP act,hIAP act,A3A deaminase,SMILES
-6,10,2,-4,-2,0.9,0.98,-4,CCn1c(=O)cc(SCC(=O)NCc2ccc3c(c2)OCO3)c2ccccc21
-4,2,-4,-9,10,0.98,1,-4,COc1ccc(CC(=O)NCc2n[nH]c(=S)n2-c2ccc(F)cc2)cc1
-3,11,-6,-46,0,0.89,1.1,-5,COc1ccc(-c2cc(C(=O)NCCCN3CCCC3=O)c3ccccc3n2)cc1OC
-3,9,-21,-10,-17,0.91,1.2,-1,COc1ccc(CCNC(=O)CSC2=NS(=O)(=O)c3cc(Cl)ccc3N2)cc1OC
-2,1,-8,-1,-8,0.99,1.1,0,Cn1ccc(C(=O)OCC(=O)Nc2cccc3ccccc23)n1
-7,-6,-24,-12,-10,1.1,1.2,-5,O=C(O)C(Cc1c[nH]c2ccccc12)NS(=O)(=O)c1cccc2nsnc12 (stereo not given)
-2,-6,-8,-11,-2,1.1,1.1,1,Cc1nn(Cc2ccc([N+](=O)[O-])cc2)c(=O)n1-c1ccccc1Cl
-3,2,-38,-9,11,0.98,1.4,-8,COC(=O)C1=C(C)NC(=O)/C1=C\c1ccco1
-6,-1,7,1,-3,1,0.93,2,COc1ccc(OC)c(NC(=O)C2CCN(S(=O)(=O)c3cccs3)CC2)c1
-8,3,4,-3,1,0.97,0.96,4,O=C(COc1ccccc1[N+](=O)[O-])Nc1cccnc1
-6,-1,15,-1,-7,1,0.85,4,N#CCCSCc1ccc2oc(C(=O)O)cc2c1
-4,8,15,-3,-2,0.92,0.85,0,CN1C(=O)/C(=C/c2ccc(OC(=O)c3ccco3)cc2)SC1=S
6,-5,/,-9,1,1.1,/,0,Cc1ccc(S(=O)(=O)NCCCNS(=O)(=O)c2ccccc2Br)cc1
-2,12,-3,1,-24,0.88,1,-2,C=CCOc1cccc(C2c3c(oc4ccc(F)cc4c3=O)C(=O)N2CCCN2CCOCC2)c1 (stereo not given)
-5,-10,5,0,14,1.1,0.95,-3,Cc1ccc(C)c(C(C)NC(=O)Cc2cccs2)c1 (stereo not given)
-1,5,-3,-2,-9,0.95,1,1,O=C(CSCc1c(Cl)cccc1Cl)Nc1cccnc1
3,8,0,-3,-2,0.92,1,-1,CCCCOc1ccc(/C=c2\sc3ncnn3c2=O)cc1
5,-4,-1,-6,-4,1,1,2,CCN=C1SCC(=O)N1c1ccc(OC)cc1
2,-13,16,22,-19,1.1,0.84,4,O=C(On1c(-c2ccccc2)nc2ccccc2c1=O)c1ccco1
4,-2,7,48*,-1,1,0.93,0,O=C1C2C3C=CC(C3)C2C(=O)N1/N=C/c1cn(Cc2ccccc2)c2ccccc12 (stereo not given)

HKDC1 inh,mIAP block,hIAP block,ATG4B inh,PfG6PD inh,mIAP act,hIAP act,A3A deaminase,SMILES
-2,5,6,-4,13,0.95,0.94,-3,COc1ccc(C(=O)N(Cc2ccccc2)c2cccc(C)c2)c(OC)c1OC
6,-3,-2,-5,1,1,1,-3,CCOC(=O)[C@@H]1[C@H]2COc3cc(OC)ccc3[C@@H]2N2C(=O)N(c3cccc(C)c3)C(=O)[C@]12C
-3,4,-13,-4,-3,0.96,1.1,3,CC(C(=O)Nc1ccc(S(=O)(=O)N2CCCC2)cc1)N1CCCC(C(N)=O)C1 (stereo not given)
-4,4,-3,-10,12,0.96,1,-1,COc1nc(N/N=C/c2ccc(C)cc2)nc(N2CCCCC2)n1
-10,6,-2,32,22,0.94,1,0,CCN(C(=O)COc1cccnc1[N+](=O)[O-])C1CCS(=O)(=O)C1 (stereo not given)
-2,5,25,-5,-9,0.95,0.75,-1,O=C(Nc1ccccc1Oc1ccccc1)C1=COCCO1
1,7,22,4,-15,0.93,0.78,-3,O=C(NCc1ccccc1)C1CCCN(S(=O)(=O)c2cccnc2)C1 (stereo not given)
16,8,13,9,4,0.92,0.87,76*,CCOC(=O)C1=C(C)Nc2sc(C(=O)c3ccc(F)cc3)c(N)c2C1c1ccc(C(=O)OC)cc1 (stereo not given)
-3,18,3,-1,-7,0.82,0.97,-1,O=C(CCNS(=O)(=O)c1cccc2nsnc12)NCc1ccc(F)cc1
-5,6,0,3,3,0.94,1,-2,NC(=S)N/N=C1\CC(n2nnnc2-c2ccccc2)C2COC1O2 (stereo not given)
-1,0,-6,-7,5,1,1.1,-2,COc1ccc(-n2c(SCC(=O)NCC3CCCO3)nc3c(c2=O)SC(C)C3)cc1 (stereo not given)
-2,8,14,5,-12,0.92,0.86,-1,CNC(=O)c1ncoc1-c1ccc(Cl)cc1
-5,2,-23,1,11,0.98,1.2,-3,COc1cccc(-c2cccc(NC(=O)C3CCN(Cc4cccc(C)n4)CC3)c2)c1
-8,-6,-23,-7,3,1.1,1.2,-2,COC(=O)COc1ccc(S(=O)(=O)Nc2ccc(NC(C)=O)cc2)cc1

Reformatted tab-delimited: entries from further up
mol	HKDC1 inh	mIAP block	hIAP block	ATG4B inh	PfG6PD inh	mIAP act	hIAP act	A3A deaminase
COc1ccc(C(=O)N(Cc2ccccc2)c2cccc(C)c2)c(OC)c1OC	-2	5	6	-4	13	0.95	0.94	-3
CC(C(=O)Nc1ccc(S(=O)(=O)N2CCCC2)cc1)N1CCCC(C(N)=O)C1 (stereo not given)	-3	4	-13	-4	-3	0.96	1.1	3
CNC(=O)c1ncoc1-c1ccc(Cl)cc1	-2	8	14	5	-12	0.92	0.86	-1
